CHT inh: inhibitors of human choline transporter CHT | High affinity choline transporter 1 (Homo sapiens), Q9GZV3 | CHT-expressing cells, membrane potential dye, choline response; stronger effect = lower value | B-score at 10 µM | actives 0.86% (n = 310,000);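 active = B-score over 3 SD under the library average, and starting fluorescence ratio not unusually high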;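 also: choline stimulus applied at its EC90 after an EC20 pre-addition; B-score computed on integrated fluorescence ratio after choline addition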
Target sequence (Q9GZV3 whole entry, looked up): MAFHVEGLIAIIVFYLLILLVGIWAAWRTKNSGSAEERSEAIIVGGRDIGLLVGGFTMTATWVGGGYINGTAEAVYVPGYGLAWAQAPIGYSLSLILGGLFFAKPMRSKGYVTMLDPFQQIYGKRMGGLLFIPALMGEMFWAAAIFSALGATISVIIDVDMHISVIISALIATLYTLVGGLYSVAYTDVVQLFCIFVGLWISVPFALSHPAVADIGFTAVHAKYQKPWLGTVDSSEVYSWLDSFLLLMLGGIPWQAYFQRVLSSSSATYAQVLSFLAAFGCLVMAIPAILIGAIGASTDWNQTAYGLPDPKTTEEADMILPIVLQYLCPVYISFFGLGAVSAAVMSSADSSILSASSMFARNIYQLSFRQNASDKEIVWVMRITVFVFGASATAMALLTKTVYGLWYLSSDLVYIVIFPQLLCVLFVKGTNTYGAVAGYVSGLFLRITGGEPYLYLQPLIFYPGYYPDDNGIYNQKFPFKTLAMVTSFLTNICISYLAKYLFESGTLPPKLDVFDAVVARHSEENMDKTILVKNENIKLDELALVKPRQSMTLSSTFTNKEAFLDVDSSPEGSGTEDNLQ
STK33 kinase inh: inhibitors of purified STK33 kinase, primary screen, biochemical, ADP-Glo luminescence, homogeneous, cell-free; inhibition, % at 10 µM; actives 0.073% (n = 320,000); AID 2661, 2010; MBP phosphorylation; Serine/threonine-protein kinase 33 (Homo sapiens), Q9BYT3;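 active = inhibition at or above 25%, using the most active replicate where run in duplicate; inactive = inhibition below 25%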
Target sequence (Q9BYT3 whole entry, looked up): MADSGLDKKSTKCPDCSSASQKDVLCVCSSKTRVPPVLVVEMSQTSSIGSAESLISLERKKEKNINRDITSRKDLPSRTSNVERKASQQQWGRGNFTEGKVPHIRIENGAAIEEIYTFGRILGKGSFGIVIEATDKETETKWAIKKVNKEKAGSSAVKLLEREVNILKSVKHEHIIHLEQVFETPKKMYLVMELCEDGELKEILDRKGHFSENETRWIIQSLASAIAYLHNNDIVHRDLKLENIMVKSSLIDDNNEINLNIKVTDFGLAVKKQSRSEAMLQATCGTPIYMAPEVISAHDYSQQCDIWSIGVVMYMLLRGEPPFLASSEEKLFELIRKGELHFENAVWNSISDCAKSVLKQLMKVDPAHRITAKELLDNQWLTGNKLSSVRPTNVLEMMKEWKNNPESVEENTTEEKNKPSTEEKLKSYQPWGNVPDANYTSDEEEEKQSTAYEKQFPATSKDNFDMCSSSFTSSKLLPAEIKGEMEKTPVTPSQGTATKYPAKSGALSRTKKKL
CHT allo act: CHT positive allosteric modulators, primary screen, cell-based, membrane potential dye, choline EC20. High affinity choline transporter 1 (Homo sapiens), Q9GZV3. CHT-expressing cells; stronger effect = higher value; LV-AA mutant CHT in HEK293 cells. B-score at 10 µM. actives 0.49% (n = 310,000). AID 488977, 2010;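 active = initial fluorescence not abnormally high and integrated response B-score, plate-corrected, over 3 SD above library mean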
Active calls of the source: *; i = inactive; nt = not tested or not shown. Compounds were not picked by outcome; 1.5% or so of the library scored in one or more.

SMILES	CHT inh	STK33 kinase inh	CHT allo act
COC(=O)c1ccc(NC(=O)CSCc2ccccc2C)cc1	i	-1.4	i
O=C(CSc1ncn(-c2ccccc2)n1)Nc1ccc2c(c1)OCCO2	i	3.7	i
COc1ccc(OC)c2sc(N(CCN(C)C)C(=O)/C=C/c3cccs3)nc12	i	6.5	i
O=C1CCC([N+](=O)[O-])C(c2cccc(Br)c2)N1 (stereo not drawn)	i	-2.0	i
O=C(NCC1CC1)Nc1cccc(Cl)c1	i	-0.1	i
COc1ccc(NC(=O)CN2CCN(CC(=O)Nc3ccccc3F)CC2)c(OC)c1	i	-0.4	i
Cc1csc(CN(C)C(=O)CC2C(=O)NCCN2Cc2ccc(F)c(F)c2)n1 (stereo not drawn)	i	0.7	i
Brc1ccc(C=Nc2ccc3c(c2)OCCOCCOCCO3)s1	i	-1.4	i
C=CCNC(=O)CCCCC(=O)NCC=C	i	-0.1	i
COC(=O)c1c(NC(=O)c2ccn(C)n2)sc2c1CCC2	i	-2.4	i
C/C(=N\NC(=O)C(=O)Nc1cc(C)ccc1C)c1ccncc1	i	-0.9	i
CCN(CC)CCN(CC)Cc1ccccc1Br	i	0.3	i
CC(=O)N1c2ccc(S(=O)(=O)NCC3CCC(C(=O)NCc4ccco4)CC3)cc2CC1C (stereo not drawn)	i	-1.5	i
COc1cc2oc3ccccc3c(=O)c2cc1OC	i	5.8	i
CCOc1ccc(Nc2oc(Cc3ccccc3)nc2C#N)cc1	i	-0.7	i
CCOC(=O)c1ccc(NC(=O)CC2S/C(=N/N=C3/NC(=O)CS3)NC2=O)cc1 (stereo not drawn)	i	-1.2	i
O=C1CSC(c2ccccc2)N1Cc1ccccc1 (stereo not drawn)	i	0.0	i
Cc1ccccc1CNC(=O)C1CCCN(c2cnccn2)C1 (stereo not drawn)	i	nt	i
COc1ccc(S(=O)(=O)N2CCCC(C(=O)NCCCn3ccnc3)C2)cc1OC (stereo not drawn)	i	0.3	i
CC(C)C(=O)Nc1ccc(-c2nnc(-c3ccccc3)o2)cc1	i	-1.2	i
CCOC(=O)Cn1nc2sc3ccccc3n2c(=O)c1=O	i	0.8	i
COc1cccc(NC(=S)N(CCc2c(C)[nH]c3ccc(C)cc23)Cc2cccs2)c1	i	-0.5	i
Cc1ccc(Sc2ncccc2C(=O)O)cc1C	i	-0.7	i
Cc1ccc(-c2n[nH]c(=S)n2/N=C/C=C/c2ccccc2[N+](=O)[O-])cc1	i	-0.7	i
CCc1nc2oc3ccc(C)cc3c(=O)c2cc1C(=O)OC	i	-1.2	i
Later entries:
SMILES	CHT inh	STK33 kinase inh	CHT allo act
COc1cc(OC)cc(C(=O)NNC(=O)c2cc3ccccc3cc2O)c1	i	-1.8	i
N#C/C(=C\c1ccc(N2CCOCC2)o1)c1nc2ccccc2[nH]1	i	nt	i
N#Cc1c(-c2ccc(Cl)cc2)cc(-c2ccccc2)nc1SCC(=O)O	i	-1.0	i
O=C(N/N=C/c1cccc([N+](=O)[O-])c1)c1cccs1	i	nt	i
CC(C)(C)C1CCC(C(=O)Nc2ccccc2)CC1 (stereo not drawn)	i	-1.9	i
COc1ccc(S(=O)(=O)NC(C)C(=O)NCc2ccncc2)cc1C (stereo not drawn)	i	-2.1	i
CCCNC(=O)c1ccc(COc2ccc(C)cc2)o1	-5*	-0.8	i
CC(CN1CCCCC1)OC(=O)c1ccco1 (stereo not drawn)	i	0.3	i
O=C(NCc1cccnc1)C(=O)c1c[nH]c2ccccc12	i	1.2	i
Cc1ccccc1NC(=O)c1ccc(NC(=O)c2ccco2)cc1	i	4.1	i
CCCCN(CC)CCNC(=O)c1cc2c(=O)[nH]c3ccccc3c2s1	i	1.4	i
COc1cc(/C=N/O)ccc1Oc1ccc([N+](=O)[O-])cc1[N+](=O)[O-]	i	4.6	i
CCOC(=O)NN1C(=O)c2ccccc2NC1c1ccc(OC)cc1 (stereo not drawn)	i	-1.4	i
O=C(NNc1ccccc1[N+](=O)[O-])Nc1ccc(F)cc1	i	nt	i
CC(=O)Nc1c(O)c2ccccc2[nH]c1=O	i	-2.1	i
S=c1[nH]nc(-c2ccco2)n1/N=C/c1cccc(Cl)c1	i	-1.6	i
O=C(NCc1cccs1)C1CCCN(S(=O)(=O)c2ccc(Br)s2)C1 (stereo not drawn)	i	0.8	i
CC(C)c1ccccc1NC(=O)COc1ccc2c(=O)c(Oc3ccc4ccccc4c3)coc2c1	i	-0.1	i
COc1c(F)c(F)c(C(=O)O)c(Nc2ccccc2C)c1F	i	1.9	i
COC(=O)c1sc(SC)c(-c2ccon2)c1C	i	-1.6	i
COc1cccc(C2CCCCN(C)C2=O)c1 (stereo not drawn)	i	-0.7	i
CC(C)CC(=O)N=C1SC2CS(=O)(=O)CC2N1Cc1ccccc1Cl (stereo not drawn)	i	-1.0	i
Fc1ccc(-c2csc(-c3ccncc3)n2)cc1	i	1.8	i
Cc1cc(/C=N/NC(=O)CC2(C)OCCO2)c(C)n1-c1ccc(Cl)c(Cl)c1	i	9.1	i
CC(/C=C/c1ccco1)=N/NC(=O)c1ccccc1Cl	i	0.9	i

Results in CHT inh and CHT allo act, for 2 of the compounds above:
| Compound | CHT inh | CHT allo act |
| --- | --- | --- |
| CCCNC(=O)c1ccc(COc2ccc(C)cc2)o1 | -5* | i |
| CC(CN1CCCCC1)OC(=O)c1ccco1 (stereo not drawn) | i | i |

Next part:
SMILES	CHT inh	STK33 kinase inh	CHT allo act
Cc1ccc(C(=O)Nc2ccc(C)c(S(=O)(=O)N3CCOCC3)c2)c(C)c1	i	-1.3	i
CN(/N=C/c1ccncc1)c1cnn(-c2ccc(F)c(Cl)c2)c(=O)c1Cl	i	-0.6	i
C/C(=N\NC(=O)c1ccccc1O)c1ccc(NC(=O)Cc2ccccc2)cc1	i	-0.8	i
CCC(C)(C)n1nnnc1CN(Cc1cc2cc(OC)ccc2[nH]c1=O)C1CCCC1	i	-2.8	i
Clc1ccc(OCCN2CCOCC2)cc1Cl	i	-1.0	i
CC(C)NC(=O)COc1coc(CN2CCN(c3ccccc3F)CC2)cc1=O	i	-0.9	i
CSc1nc2ccc3nc(NC(=O)c4ccccc4)sc3c2s1	i	2.4	i
CC(Sc1ccc(Cl)cc1)C(=O)NCc1ccc2c(c1)OCO2 (stereo not drawn)	i	-1.0	i
Cc1cccc(C(=O)Nc2ccc(C(=O)/C=C/c3ccncc3)cc2)c1	i	-1.6	i
Cc1ccc(C)c(N2CCN(S(=O)(=O)c3ccc4c(c3)CC(C)N4C(=O)C3CC3)CC2)c1 (stereo not drawn)	i	-0.3	i
Cc1cc(CNC(=O)C(C)n2nc(C)c([N+](=O)[O-])c2C)c2ccccc2n1 (stereo not drawn)	i	0.4	i
Cc1cc([N+](=O)[O-])ccc1NC(=O)C1CCCO1 (stereo not drawn)	i	-2.3	i
CNC(=O)NC(=O)CSc1nc2cc(C(=O)OC)ccc2c(=O)n1-c1ccccc1	i	-1.7	i
O=C1CC(c2ccc3c(c2)OCCO3)Oc2ccccc21 (stereo not drawn)	i	0.2	i
CCOC(=O)C1CCCN(CC(=O)c2ccc(F)cc2)C1 (stereo not drawn)	i	-1.7	i
CSc1nc2ccc3nc(NC(=O)c4ccc(Cl)s4)sc3c2s1	i	-0.1	i
Cc1cc(C(=O)NC2CCCC2)c2ccccc2n1	i	0.2	i
COc1ccc(N(CC(=O)N/N=C/c2cccnc2)S(=O)(=O)c2ccccc2)c(OC)c1	i	2.8	i
CCOC(=O)C1=C(C)N(CC)C(=S)NC1c1ccccc1OC(F)F (stereo not drawn)	i	-0.5	i
c1coc(CN2CNc3nc4ccccc4n3C2)c1	i	-0.7	i
O=C(NCCc1ccccc1)C1CCC(CNS(=O)(=O)c2ccc(F)cc2)CC1 (stereo not drawn)	i	0.5	i
Cc1sc2nc(SCC(=O)Nc3ccc(S(N)(=O)=O)cc3)[nH]c(=O)c2c1C	i	0.1	i
CCOc1ccc(N=C2Sc3nc4ccc(C)cc4cc3CN2CCOC)cc1	i	-0.9	i
O=C(NCC(c1ccco1)N1CCCCC1)c1ccc(S(=O)(=O)Nc2ccccc2)cc1 (stereo not drawn)	i	-1.6	i
O=C(CSCc1ccc(Cl)cc1)NN=C1CCCC1	i	-2.1	i

Pulled one by one from the list above:
SMILES	CHT inh	STK33 kinase inh	CHT allo act
CCC(C)(C)n1nnnc1CN(Cc1cc2cc(OC)ccc2[nH]c1=O)C1CCCC1	i	-2.8	i
CCOC(=O)C1=C(C)N(CC)C(=S)NC1c1ccccc1OC(F)F (stereo not drawn)	i	-0.5	i
CC(Sc1ccc(Cl)cc1)C(=O)NCc1ccc2c(c1)OCO2 (stereo not drawn)	i	-1.0	i

Next section.
SMILES	CHT inh	STK33 kinase inh	CHT allo act
CC1(C)CC(=O)C(C=NCCC2=CCCCC2)=C(O)C1	i	0.5	i
CCOc1ccc(CNCc2ccc(C(=O)O)cc2)cc1OC	i	-0.1	i
CN(C(=O)COC(=O)c1ccccc1NC(=O)c1ccco1)C1CCS(=O)(=O)C1 (stereo not drawn)	i	1.5	i
O=C(O)CCC(=O)Nc1ccc(S(=O)(=O)N2CCCC2)cc1	i	-0.6	i
O=C(NCc1ccccn1)c1n[nH]c(=O)c2ccccc12	i	3.9	i
O=C(CSc1ncccn1)Nc1ncc(C(F)(F)F)cc1Cl	i	-0.2	i
Cn1c(CNC(=O)c2cccs2)nnc1SCC(=O)Nc1ccc(Cl)cc1	i	-0.5	i
O=C(Nc1ccc(O)cc1)/C(=C\c1ccncc1)NC(=O)c1ccccc1	i	0.5	i
COc1ccc(C(=O)Nc2ccccc2C(=O)NC(C)C)cc1OC	i	2.8	i
CC1(C)CC(CC(=O)NC(=S)Nc2ccc([N+](=O)[O-])cc2)C(=O)O1 (stereo not drawn)	i	-0.4	i
O=c1[nH]c(C2CCN(S(=O)(=O)/C=C/c3ccccc3)CC2)nc2c1nnn2Cc1ccccc1	i	-0.7	i
Cc1cccc(-c2ncc(S(=O)(=O)C(C)(C)C)c(N)n2)c1	i	-0.6	i
C=CCOC(=O)C1=C(C)NC(C)=C(C(=O)OCC=C)C1c1cccs1	i	-0.3	i
Cc1c(N=Cc2cc3c(cc2Cl)OCO3)c(=O)n(-c2ccccc2)n1C	i	0.3	i
CCOC(=O)c1sc(NC(=O)CSc2n[nH]c(C)n2)nc1C	i	0.9	i
O=C(Cc1ccccc1)Nc1ccccc1Oc1ccccc1	i	-0.9	i
O=C(NC1CCCCCCC1)C1c2ccccc2C(=O)N1Cc1cccs1 (stereo not drawn)	i	-0.2	i
Cc1ccc(NC(=O)CSc2nc3ccc(Nc4nc(N5CCOCC5)nc(N5CCOCC5)n4)cc3s2)cc1	i	-1.2	i
Cc1cccc(C(C)C)c1NC(=O)COC(=O)CN1C(=O)C2CC=CCC2C1=O (stereo not drawn)	i	-0.3	i
CC1CC1C(=O)OCC(=O)NNC(=O)COc1ccc(Br)cc1 (stereo not drawn)	i	0.7	i
CCCCCCCN(C(=O)CCl)c1cccc(C)c1	i	-0.2	i
CCOc1ccc(C(C)NC(=O)Cc2ccccc2)cc1OCC (stereo not drawn)	i	2.8	i
Cc1cc(C)c2c(=O)n(CC(=O)N3CCC(N4CCCCC4)CC3)sc2n1	i	-0.4	i
CCOc1ccc(C(=O)N2CCN(c3ccccn3)CC2)cc1	i	-0.2	i
CCC1(C)Cc2c(sc3nc4n(c(=O)c23)CCS4)CO1 (stereo not drawn)	i	0.4	i
Additional compounds
SMILES	CHT inh	STK33 kinase inh	CHT allo act
CCSC1=C(C#N)C(c2ccc3c(c2)OCO3)C2=C(CCCC2=O)N1 (stereo not drawn)	i	0.0	i
COC(=O)CN1C(=O)S/C(=C/c2cc(C)n(C)c2C)C1=O	i	-3.1	i
CC(Sc1nc2ccccc2[nH]1)C(=O)O (stereo not drawn)	i	-2.3	i
COCCNc1nnc(SCC(=O)NNC(=O)c2ccc([N+](=O)[O-])cc2)s1	i	-0.4	i
Cc1n[nH]c(=O)c2c(NC(=O)CSc3ccccc3Cl)oc(C)c12	i	4.0	i
COCCCNC(=O)CSc1nc2c(sc3ccccc32)c(=O)n1CCCC(=O)NCC1CCCO1 (stereo not drawn)	i	-0.1	i
O=[N+]([O-])c1cc(/C=N\Nc2ccccn2)ccc1Cl	i	0.7	i
Cc1ccc2nc(-c3ccncc3)cc(C(=O)Nc3ccc(OC(F)F)cc3)c2c1	i	-1.0	i
O=C1C2C3C=CC(C4CC34)C2C(=O)N1/N=C/c1ccc(-c2ccc(F)cc2[N+](=O)[O-])o1 (stereo not drawn)	i	0.3	i
O=C(CN1CC(c2ccccc2)CC1=O)OCc1ccccc1F (stereo not drawn)	i	-1.9	i
Fc1ccc(-c2csc3ncnc(N4CCc5ccccc5C4)c23)cc1	i	-0.7	i
O=C1C(=O)c2ccccc2C(O)=C1C1CCC(c2ccc(Cl)cc2)CC1 (stereo not drawn)	i	-1.7	i

Six entries already listed, arranged by SMILES length, rising.
SMILES	CHT inh	STK33 kinase inh	CHT allo act
COC(=O)CN1C(=O)S/C(=C/c2cc(C)n(C)c2C)C1=O	i	-3.1	i
Cc1n[nH]c(=O)c2c(NC(=O)CSc3ccccc3Cl)oc(C)c12	i	4.0	i
CCSC1=C(C#N)C(c2ccc3c(c2)OCO3)C2=C(CCCC2=O)N1 (stereo not drawn)	i	0.0	i
COCCNc1nnc(SCC(=O)NNC(=O)c2ccc([N+](=O)[O-])cc2)s1	i	-0.4	i
COCCCNC(=O)CSc1nc2c(sc3ccccc32)c(=O)n1CCCC(=O)NCC1CCCO1 (stereo not drawn)	i	-0.1	i
O=C1C2C3C=CC(C4CC34)C2C(=O)N1/N=C/c1ccc(-c2ccc(F)cc2[N+](=O)[O-])o1 (stereo not drawn)	i	0.3	i

Compound activity from PubChem.
